OX1R antag-1 – OX1R (human) antagonism | O43613 | OX1R-expressing cells, FRET antagonist read-out | inhibition, % at 6.6 µM | hit rate 1.8% among 330,000 | AID 485270; in the data active = inhibition mostly above about 38%, no sharp cut-off; inactive = mostly below about 40%;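 note: 0% = agonist challenge alone and 100% = reference antagonist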
Target sequence (O43613 whole entry, looked up): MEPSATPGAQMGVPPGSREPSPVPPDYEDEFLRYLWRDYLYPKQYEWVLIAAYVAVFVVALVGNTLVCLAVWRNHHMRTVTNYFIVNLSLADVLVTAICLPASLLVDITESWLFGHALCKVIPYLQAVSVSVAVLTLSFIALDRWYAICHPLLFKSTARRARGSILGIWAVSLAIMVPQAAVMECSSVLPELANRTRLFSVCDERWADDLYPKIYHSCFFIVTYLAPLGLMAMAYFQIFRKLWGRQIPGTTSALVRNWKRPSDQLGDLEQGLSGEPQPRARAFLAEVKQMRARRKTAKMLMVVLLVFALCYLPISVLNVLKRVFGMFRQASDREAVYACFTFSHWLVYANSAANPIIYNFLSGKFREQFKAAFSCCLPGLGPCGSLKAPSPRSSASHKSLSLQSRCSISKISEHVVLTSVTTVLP
OX1R antag-2 – blocks the human orexin 1 receptor; CHO/OX1R cells, Fluo-8 calcium fluorescence, orexin A; inhibition, % at 5 µM; hit rate 0.43% among 330,000; AID 434989;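 active = inhibition above its plate's threshold, mean inhibition of all tested compounds on the plate plus 3 SD, cut at about 37% in these data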;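 note: 0% = orexin A challenge wells and 100% = SB-334867-A antagonist wells; not every result past the cut was called active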
Starred values were filed as active, the others as inactive.

smiles	OX1R antag-1	OX1R antag-2
COc1cccc(CNC(=O)CN2C(=O)COc3ccc(S(=O)(=O)N4CCC(C)CC4)cc32)c1	12	-39
Nc1nn(-c2ccccc2)c2ccc([N+](=O)[O-])cc12	27	-7
CCCc1nc2cc(CC(=O)OC)ccc2o1	11	-7
C/C=C/c1ccc(OCCNCc2ccccc2)c(OC)c1	-6	-26
CCCCC(=O)NC(c1cccc([N+](=O)[O-])c1)c1c(OC(C)=O)ccc2ccccc12 (configuration not stated)	19	-6
Cc1cc(NC(=O)CSc2nnc(C3CC3)n2C)no1	8	-9
O=C(O)C1Cc2ccccc2CN1C(=O)c1ccccc1 (configuration not stated)	7	-13
O=C(c1cccc(C(F)(F)F)c1)N1CCN(C2CCCCC2)CC1	11	-6
Cc1cc(=O)oc2cc(OC(C)C(=O)NCC3CCC(C(=O)O)CC3)c(Cl)cc12 (configuration not stated)	9	-16
O=C(Nc1ccccc1)N1CCC(c2ccccc2)C1 (configuration not stated)	23	-22

smiles	OX1R antag-1	OX1R antag-2
CC(=O)Nc1ccc(C(=O)N/C(=C/c2ccccc2)C(=O)Nc2cccc(C(=O)O)c2)cc1	24	2
CCc1nnc(NC(=O)C2(C)COC(c3ccccc3)OC2)s1 (configuration not stated)	15	-26
CC(=O)NCCNC(=O)c1cc(-c2cccc3ccccc23)nc2ccccc12	16	-27
O=C(CSc1nnc(-c2ccccc2O)o1)Oc1ccc(OCc2ccccc2)cc1	3	-2
CC(C)CN(C(=O)CSc1nnc2ccccn12)C1CCS(=O)(=O)C1 (configuration not stated)	5	1
COc1cc(C(=O)NC(C)C2CC3CCC2C3)cc(OC)c1OC (configuration not stated)	21	-29
Cc1ccc(Nc2nnc(SCC(=O)Nc3ccc(S(=O)(=O)N4CCOCC4)cc3)s2)cc1	13	-17
CCOC(=O)C1=CC[C@H]2c3c(c4ccccc4n3C)C[C@H]1N2C	5	-4
COc1ccc(CNC(=O)C(C)NCc2ccc(S(N)(=O)=O)cc2)cc1 (configuration not stated)	-2	-12
CN(C)C(=O)c1cc2cc(Br)ccc2s1	15	-7

smiles	OX1R antag-1	OX1R antag-2
C=C(NC(=O)C(=C)NC(=O)c1csc(C2=NC3c4csc(n4)C4NC(=O)c5csc(n5)C([C@@](C)(O)C(C)O)NC(=O)C5CSC(=N5)/C(=C\C)NC(=O)C(C(C)O)NC(=O)c5csc(n5)[C@]3(CC2)NC(=O)C(C)NC(=O)C(=C)NC(=O)C(C)NC(=O)C(C(C)CC)NC2C=Cc3c(C(C)O)cc(nc3C2O)C(=O)OC4C)n1)C(N)=O (some centres not stated)	12	4
C[C@@H](C(=O)NCc1ccccc1)[C@@H]1C[C@@]1(C)[C@@H](NC(=O)OCc1ccccc1)c1ccccc1	37	-28
Cc1ccc(S(=O)(=O)N(C)Cc2cc3cc(C)ccc3[nH]c2=O)cc1	0	1
O=C(NCc1ccccc1)/C(=C/c1cccc([N+](=O)[O-])c1)NC(=O)c1ccco1	11	-12
CC1CCCCN1CC(O)COCc1ccc(Cl)cc1 (configuration not stated)	11	-15
COc1ccc(CNC(=O)COC(=O)c2ccc(OCC3CCCO3)cc2)cc1 (configuration not stated)	8	-26
Cc1ccc2c(c1)COc1c3ccc(C(=O)N4CCOCC4)cc3nn1-2	32	-11
C/C(=N\Nc1nc2ccccc2c(=O)n1O)c1ccco1	-1	-10
Cc1cccc(C)c1NC(=O)COC(=O)c1cccc2c1C(=O)c1ccccc1C2=O	6	-25
CN(NC(N)=O)c1ncc(C(F)(F)F)cc1Cl	6	-18

smiles	OX1R antag-1	OX1R antag-2
Cc1ccc2c(c1)N(CC(=O)NCCCN1CCCC1)C(=O)CO2	4	-7
Cc1cc(/C=N/N2CCN(C)CC2)c(C)n1-c1ccccc1F	10	-5
O=C(O)c1cccc(-n2c(O)c(C=C3N=c4ccccc4=N3)sc2=S)c1	16	3
Cc1cc(C)c(C#N)c(SC(F)F)n1	4	-23
COc1ccc(/C=N/NC(=O)c2[nH]c3ccc(Br)cc3c2-c2ccccc2)c(C(=O)O)c1OC	20	-17
O=C(NC1(C(F)(F)F)NC(=O)N(CCc2ccccc2)C1=O)C1CC1 (configuration not stated)	6	-4
O=C(Oc1ccc(F)cc1)N1CCOCC1	24	-5
Cc1ccccc1NS(=O)(=O)c1cc(C(=O)Nc2cccc(N(C)S(C)(=O)=O)c2)ccc1C	33	22
O=C(COCc1ccccc1)N[C@@H](Cc1ccc(O)cc1)C(=O)O	4	-15
O=C(c1ccco1)N1CCCC(c2nc3c(nnn3Cc3ccc(F)cc3)c(=O)[nH]2)C1 (configuration not stated)	20	-26

smiles	OX1R antag-1	OX1R antag-2
COc1ccc(C(C(=O)NC2CCCC2)N(C(=O)c2snc(C(N)=O)c2N)c2cc(C)ccc2OC)cc1OC (configuration not stated)	14	-25
CC(C)c1ccc(NC(=O)COC(=O)/C=C/c2cccc(Br)c2)cc1	18	-3
CC(C)(C)CNC(=O)[C@]1(C)CCC[C@@]2(C)C3CC[C@@]4(C)C[C@]3(CCC21)CC4=O (some centres not stated)	-2	-27
CCc1nc2ccccc2nc1N1CCN(S(=O)(=O)c2ccccc2)CC1	8	-22
CC(=O)Nc1ccc(SCCN2CC[C@@H](O)CCC2=O)cc1	3	1
COc1cc(/C=C2\SC(=N)N(c3ccc(F)cc3)C2=O)ccc1O	38	15
COc1ccc(NC(=O)CCSc2nc(C)cs2)cc1	0	-13
Cc1noc(/C=C/N(C)C)c1S(=O)(=O)N1CCCC(C(=O)NCc2ccc(Cl)cc2)C1 (configuration not stated)	12	3
O=C(NCCN1CCOCC1)[C@H](Cc1ccccc1)N1C(=O)c2ccccc2C1=O	7	-34
Cc1cc(Cl)ccc1NC(=S)NCc1ccc(Cl)cc1	40	28

smiles	OX1R antag-1	OX1R antag-2
Cc1noc(NS(=O)(=O)c2ccc(NC(=O)c3ccc(N(C)C)cc3)cc2)c1C	6	-9
OCCNCCCOc1cc(Cl)ccc1Cl	1	3
Cc1ccc(S(=O)(=O)CCC(=O)Nc2sccc2C(N)=O)cc1	13	-10
Cc1[nH]c2ccc(CNS(=O)(=O)c3ccc(S(=O)(=O)N4CCOCC4)cc3)cc2c1C	27	11
Cc1noc(C)c1S(=O)(=O)N1CCN(c2ccc(Cl)cc2)CC1	3	-8
CC(OC(=O)c1ccc(F)cc1)C(=O)Nc1nc(-c2cccc([N+](=O)[O-])c2)cs1 (configuration not stated)	26	-24
CC(C)N1CCC(N2CCN(Cc3cnc(-c4ccccc4)s3)CC2CCO)CC1 (configuration not stated)	14	-4
COc1cc(C(=O)Nc2ccccn2)cc(OC)c1OC	14	-14
c1ccc(CCCNc2ncccn2)cc1	6	-2
CC(=O)c1ccccc1NC(=O)COC(=O)c1cc[n+]([O-])cc1	10	-3

smiles	OX1R antag-1	OX1R antag-2
O=C(CCCN1CCC(O)(c2cccc(C(F)(F)F)c2)CC1)c1ccc(F)cc1	6	-17
CN(CC(=O)Nc1ccccc1C(F)(F)F)C(=O)c1ccc2c(=O)n3c(nc2c1)CCC3	0	-16
O=C(Cc1cccc(NC(=O)C2CCN(C(=O)C3CC3)CC2)c1)Nc1cccc(C(=O)N2CCCC2)c1	0	2
CCOC(=O)c1c(-c2ccc(OC)c(OC)c2)csc1NC(=O)C1CCCO1 (configuration not stated)	21	-21
CCN(Cc1ccccc1)Cc1cccc([N+](=O)[O-])c1	7	-11
NS(=O)(=O)c1ccc(CNC(=O)c2cccnc2Cl)cc1	5	-13
O=C(COc1ccc(/C=N/NC(=O)c2ccncc2)cc1)Nc1cccc([N+](=O)[O-])c1	18	-6
c1ccc(C2=Nc3cccc4cccc(c34)N2)cc1	8	6
CCC1(C)N=C(N)Nc2nc3cc(C)c(C)cc3n21 (configuration not stated)	-6	-6
O=C(N1CCCCC1)N1CCN(C(=O)N2CCCCC2)CC1	17	-9

smiles	OX1R antag-1	OX1R antag-2
Cc1ccc(-c2nc(NC(=O)CSc3nnc(C)s3)ns2)cc1	13	-24
CC(C(=O)N1CCN(C2c3ccccc3-c3ccccc32)CC1)N1C(=O)c2ccccc2C1=O (configuration not stated)	12	-24
Cc1cccc(NC(=O)CSc2ccc(-c3ccccn3)nn2)c1C	6	-25
CCc1nc2ccc(C(=O)N3CCN(c4cc(C)ccc4C)CC3)cc2nc1CC	8	-38
CCSc1nnc(NC(=O)c2cccc(S(=O)(=O)N(C)c3ccccc3)c2)s1	36	-13
CC(=O)Nc1ccc(SCCN2CC[C@@H](C(C)(C)C)CCC2=O)cc1	19	-2
CCC(C)NC(=O)Cn1c(=O)n(CCCCCC(=O)Nc2ccccc2)c(=O)c2sccc21 (configuration not stated)	7	-18
Cc1cccc(C(=O)NNC(=O)c2n[nH]c(=O)c3ccccc23)c1C	7	-20
Cc1cc(C)c(NC(=O)CN2CCCCCC2)c(C)c1	-15	-20
CSCCC(NC(=O)c1ccco1)C(=O)NC1CCCCCC1 (configuration not stated)	16	-25

smiles	OX1R antag-1	OX1R antag-2
Cc1nn(Cc2ccc(Cl)cc2)c(=O)n1N(C)c1ncc(C(F)(F)F)cc1Cl	25	-41
Cc1nc(SCC(=O)NC(C)(C#N)C2CC2)c2c(-c3cccs3)csc2n1 (configuration not stated)	30	-33
C(=N/N1CCN(c2ccccc2)CC1)/c1cccs1	9	-19
COc1ccc(/C=C2/SC(=S)N(CCCC(=O)Nc3cccc(O)c3)C2=O)cc1	19	-5
COc1ccccc1NC(=O)N(Cc1ccco1)Cc1cc2cc(C)cc(C)c2[nH]c1=O	13	-33
C=CCn1c(-c2ccc(S(=O)(=O)N3CCOCC3)cc2)csc1=Nc1ccccc1	19	4
O=C(c1ccc(Cl)c(S(=O)(=O)N2CCCCC2)c1)N1CCCCCC1	4	-33
NS(=O)(=O)c1cccc(NC(=O)CSc2nc3ccccc3c(=O)n2Cc2ccco2)c1	10	-5
COc1ccc2cc([C@H](C)C(=O)N(C)Cc3ccccc3N3CCCC3)ccc2c1	9	-6
CN1CCN(c2ccccc2NC(=O)COc2ccc(Cl)cc2)CC1	19	-25

smiles	OX1R antag-1	OX1R antag-2
O=S(=O)(Nc1ccccn1)c1ccc(Oc2ccccc2)cc1	8	-16
O=C(Cn1nnc(-c2ccccc2F)n1)NCCc1ccccc1	13	-11
CN(C)c1ccc(NC(=O)c2ccc3nc[nH]c3c2)cc1	-5	-16
C/C(CCC(=O)O)=N/Nc1ccc([N+](=O)[O-])cc1[N+](=O)[O-]	63*	-2
CCSc1ccccc1C(=O)N1CCN(c2ccc([N+](=O)[O-])cc2)CC1	33	2
CN1CCN(S(=O)(=O)c2cccc(C(=O)N3CCN(c4ccccc4F)CC3)c2)CC1	10	-16
Cc1ccccc1-c1nc(CS(=O)CC(=O)NC(C)CCc2ccccc2)c(C)o1 (configuration not stated)	8	-23
COC1CCN(C(=O)c2ccc(OC3CCN(Cc4ccccn4)CC3)cc2)CC1	10	-33
CC(=O)c1cccc(NC(=O)C(C)OC(=O)c2cc(=O)[nH]c3ccccc23)c1 (configuration not stated)	15	-21
Cc1ccnc(NS(=O)(=O)c2ccc(NC(=O)Cc3c(F)cccc3Cl)cc2)n1	-3	-14

For reference, some entries already given:
smiles	OX1R antag-1	OX1R antag-2
O=S(=O)(Nc1ccccn1)c1ccc(Oc2ccccc2)cc1	8	-16
O=C(Cn1nnc(-c2ccccc2F)n1)NCCc1ccccc1	13	-11
CN(C)c1ccc(NC(=O)c2ccc3nc[nH]c3c2)cc1	-5	-16
C/C(CCC(=O)O)=N/Nc1ccc([N+](=O)[O-])cc1[N+](=O)[O-]	63*	-2
CCSc1ccccc1C(=O)N1CCN(c2ccc([N+](=O)[O-])cc2)CC1	33	2
CN1CCN(S(=O)(=O)c2cccc(C(=O)N3CCN(c4ccccc4F)CC3)c2)CC1	10	-16

Next part
smiles	OX1R antag-1	OX1R antag-2
COc1cc(/C=C/C(=O)OC(C)C(=O)Nc2c(C)n(C)n(-c3ccccc3)c2=O)ccc1OCC#N (configuration not stated)	13	-13
COc1ccc(N2CCN(C(=O)CSc3ccc([N+](=O)[O-])cc3)CC2)cc1	12	32
O=C(CN1CCN(c2ncc(C(F)(F)F)cc2Cl)CC1)NC(=O)NCc1ccccc1	3	8
CC(=O)c1ccc(N2CCN(S(=O)(=O)c3ccc(-c4cnc(C5CC5)o4)cc3)CC2)cc1	3	-6
COc1ccc(C(=O)N/C(=C\c2cn(C)c3ccccc23)C(=O)N2CCN(C)CC2)cc1OC	6	-14
O=C(NCCc1csc(-c2cccnc2)n1)c1ccco1	1	-2
O=C(COC(=O)CCCN1C(=O)c2cccc3cccc(c23)C1=O)Nc1ccc(Cl)cc1	40	-15
CC(=O)Nc1cc(C)nn1-c1nc2ccccc2s1	27	-14
CCc1cc2ccc(OC)cc2nc1SCC(=O)N1CCN(C(=O)c2ccco2)CC1	12	-50
Cc1cc2nc(N)sc2cc1[N+](=O)[O-]	6	-3

smiles	OX1R antag-1	OX1R antag-2
CC(C)(C)OC(=O)CNC(=O)c1[nH]cnc1C(=O)NC(c1ccccc1)c1ccccc1	21	-43
Oc1ccc(-c2cn3ccccc3n2)cc1O	1	-3
CCOC(=O)C1=C(C)N(C)C(=S)NC1c1c(OCC)ccc2ccccc12 (configuration not stated)	24	-24
O=C(CNS(=O)(=O)c1ccc(Br)cc1)N1CCOCC1	16	-6
CC(C)[C@H](NC(=O)C1CCN(S(=O)(=O)c2ccccc2)CC1)C(=O)NCc1ccc(F)cc1	18	-39
CCSc1ncc(Cl)c(C(=O)Nc2ccc(S(N)(=O)=O)cc2)n1	5	-1

Bioassay records as filed in PubChem BioAssay.
